Xi reactivation: activators of X-chromosome reactivation in mouse fibroblasts. XiGFP mouse fibroblasts, % GFP-positive cells imaging, 3 d; cells co-treated with 5-aza-dC sensitizer; scaled so ellipticine positive control = 100%. activation, % at 7.58 µM. 360,000 compounds, 0.055% hits;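 active means mean normalized replicate activation at least 10% and every replicate at or above 10%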;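 further: 0% = median of on-plate neutral control wells and 100% = ellipticine 6 µM median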
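Material: XiGFP fibroblasts, SV40-immortalized. Buffer or medium: DMEM plus 5-aza-dC sensitizer. Compound: single concentration per compound, delivered by pin transfer. Times: 3 days compound exposure. Controls: ellipticine 6 µM.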
ERAP1 HTS inh: blocks human ERAP1 aminopeptidase activity; AID 652197; recombinant ERAP1, Leu-AMC fluorescence, 60 min; 340,000 compounds, 0.15% hits; inhibition, % at 10.7 µM;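 active means mean replicate inhibition of at least 30%, or all replicates individually reaching that 30% level; inactive means mean below 30% and not every replicate reaching it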;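 further: 0% = neutral control wells and 100% = L-leucinethiol positive control wells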
Target sequence (Q9NZ08 whole entry, looked up): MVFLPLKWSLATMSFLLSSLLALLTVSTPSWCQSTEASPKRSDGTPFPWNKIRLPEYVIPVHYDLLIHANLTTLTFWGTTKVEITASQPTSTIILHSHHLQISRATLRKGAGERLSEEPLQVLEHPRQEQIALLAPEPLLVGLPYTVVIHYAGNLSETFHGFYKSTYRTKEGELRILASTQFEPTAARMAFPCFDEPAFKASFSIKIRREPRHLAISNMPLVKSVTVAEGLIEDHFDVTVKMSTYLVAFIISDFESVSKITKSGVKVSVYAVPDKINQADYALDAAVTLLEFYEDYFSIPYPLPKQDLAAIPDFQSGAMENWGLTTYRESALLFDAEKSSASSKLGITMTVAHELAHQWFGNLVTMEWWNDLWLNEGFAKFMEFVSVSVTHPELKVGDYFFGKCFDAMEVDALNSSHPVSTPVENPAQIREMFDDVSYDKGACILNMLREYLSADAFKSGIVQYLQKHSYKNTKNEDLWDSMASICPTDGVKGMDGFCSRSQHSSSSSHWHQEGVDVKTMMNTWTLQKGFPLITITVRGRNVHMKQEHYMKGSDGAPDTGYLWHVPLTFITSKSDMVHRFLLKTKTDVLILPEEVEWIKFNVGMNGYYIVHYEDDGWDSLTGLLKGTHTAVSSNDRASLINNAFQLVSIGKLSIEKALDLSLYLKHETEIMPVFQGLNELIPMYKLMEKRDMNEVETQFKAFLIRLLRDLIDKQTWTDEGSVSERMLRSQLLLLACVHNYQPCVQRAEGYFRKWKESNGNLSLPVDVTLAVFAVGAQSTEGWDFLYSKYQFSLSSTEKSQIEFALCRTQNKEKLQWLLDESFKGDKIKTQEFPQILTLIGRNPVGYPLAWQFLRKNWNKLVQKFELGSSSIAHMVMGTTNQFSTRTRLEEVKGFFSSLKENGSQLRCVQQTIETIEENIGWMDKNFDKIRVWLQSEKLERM
RAD54 inh: RAD54 (human) branch migration inhibition; Q92698; inhibition, % at 10.4 µM; 360,000 compounds, 0.14% hits; RAD54 Holliday junction branch migration, FAM/BHQ fluorescence;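 active means mean normalized replicate activity at least 40 and at least half of replicates scoring 40 or more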;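 further: 0% = median of neutral control wells and 100% = median of positive control wells; inhibitors cause a drop in the FAM fluorescence signal; in these data hits start at about 50%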
esBAF inh: SWI/SNF esBAF complex inhibition | mouse ES cells, Bmi1-luciferase knock-in reporter, 24 h; 100% = twice the neutral-well signal | reporter increase, % at 12.5 µM | 350,000 compounds, 2% hits; in the data active means activation above about 40%;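 further: 0% = median of the plate's neutral control wells and 100% = double that signal; a rise in the Bmi1 reporter signal indicates esBAF inhibition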
CFTR F508del cor: correctors of CFTR F508del function in bronchial epithelial cells. CFBE cells, YFP halide quenching; stimulated with forskolin plus potentiator P3; % fluorescence drop versus neutral controls. activity (quench increase), % at 7.58 µM. 350,000 compounds, 0.36% hits;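 active means mean added fluorescence quench of at least 8% versus neutral control, with both replicates also reaching 8%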;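 further: cells transiently co-express mutant CFTR-F508del with the halide-sensitive YFP; corrector assay measuring rescue of mutant channel to the surface after 24 h compound exposure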
RAD52 inh: RAD52 (human) annealing inhibition. P43351. recombinant RAD52 DNA annealing, FRET fluorescence. inhibition, % at 18.7 µM. 360,000 compounds, 0.46% hits. AID 651710;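 active means every replicate showing at least 50% inhibition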
ARNT TACC3 PPI: disruptors of human ARNT/TACC3 interaction | Q9Y6A5 | AlphaScreen His-ARNT PAS-B/GST-TACC3 binding, luminescence; TACC3 fragment carries E629A point mutation | inhibition, % at 9.99 µM | 390,000 compounds, 0.66% hits;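 active means mean inhibition of replicates at least 50% and at least half of replicates each reaching 50%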;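 further: 0% = complete ARNT plus TACC3 wells and 100% = ARNT alone without TACC3; many hits fall short of the cut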
INS-1E GSIS act: primary screen for activators of insulin secretion dependent on glucose, INS-1E cells, GLuc reporter luminescence; AID 743287; INS-1E GLuc reporter insulin secretion, 2-3 h; activation, % at 16.6 µM; 370,000 compounds, 0.61% hits;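 active means lowest replicate activation of at least 40%, so every replicate reaches that level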;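 further: 0% = median of neutral control wells and 100% = median of IBMX positive control wells; some compounds called inactive have numbers as strong as hits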
* marks the source's active call; other numbers are inactive results; . = not tested or not shown.

SMILES | Xi reactivation | ERAP1 HTS inh | RAD54 inh | esBAF inh | CFTR F508del cor | RAD52 inh | ARNT TACC3 PPI | INS-1E GSIS act
C[C@@H]1CN([C@H](C)CO)C(=O)Cc2cc(NS(=O)(=O)c3ccc(F)cc3)ccc2O[C@H]1CN(C)S(=O)(=O)c1ccccc1 | -1.3 | -1 | 10 | -1 | -1.7 | 5 | -2 | 3
C[C@H](CO)N1C[C@H](C)[C@@H](CN(C)C(=O)c2ccncc2)Oc2ncc(/C=C/c3ccccc3)cc2C1=O | 0.5 | 1 | -1 | 4 | 0.7 | 2 | -10 | -6
O=C(NCC[C@H]1CC[C@H](NC(=O)c2ccccc2F)[C@H](CO)O1)c1ccc2c(c1)OCO2 | -0.2 | -1 | 0 | -2 | -4.5 | 5 | -27 | -8
Brc1ccc(CN2CCCCCC2)cc1 | 0.0 | -1 | . | . | -1.1 | -2 | -8 | .
COCC(C)n1c(C)cc(C(=O)CSc2nnnn2-c2ccc(O)cc2)c1C (centres undefined) | 0.0 | -1 | -2 | 6 | 1.9 | 1 | 3 | -3
COC(=O)C[C@H]1CC[C@H]2[C@H](COc3ccc(NC(=O)Nc4cccc(Cl)c4)cc3C(=O)N2C)O1 | 0.2 | 1 | 1 | -3 | -3.6 | -41 | 25 | -8
O=C(COC(=O)CCC(=O)c1ccc(F)cc1)NC1CCCCC1 | -0.2 | 2 | . | . | 0.2 | -10 | -2 | .
O=C(Nc1ccc(F)cc1)C1CCC(N2C(=O)c3ccccc3C2=O)CC1 (centres undefined) | . | . | 5 | 5 | . | . | -16 | 27
N#Cc1c(F)cccc1NCc1cccs1 | 0.0 | . | -11 | -2 | 5.2 | 3 | -8 | .
c1ccc(-c2cccc(-c3ccccn3)n2)nc1 | . | 0 | 15 | . | 1.6 | -15 | . | 3
C/C(CC(=O)Nc1cc(C)ccn1)=N\NC(=O)c1cccc(F)c1 | 0.2 | 1 | -6 | 9 | -3.3 | -4 | -1 | -5
Cc1ccc(C)c(NC(=O)COC(=O)c2nn(C)c(=O)c3ccccc23)c1 | -0.1 | 3 | 10 | 2 | 3.7 | 7 | . | 23
CC(C)NC(=O)Nc1ccc2c(c1)C(=O)N([C@@H](C)CO)C[C@H](C)[C@@H](CN(C)Cc1ccc(C(F)(F)F)cc1)OCCCC[C@@H](C)O2 | -0.1 | 2 | -4 | -5 | -2.2 | 28 | 5 | -29
COc1ccc(NC(=O)Nc2ccc3c(c2)C(=O)N([C@H](C)CO)C[C@@H](C)[C@@H](CN(C)Cc2ccccc2)OCCCC[C@H](C)O3)cc1 | -0.1 | -1 | 0 | 3 | -0.6 | 51* | -3 | -24
CCc1noc(C)c1C(=O)NNC(=O)c1nn(CC)c(=O)c2ccccc12 | 0.2 | -6 | . | . | -0.1 | -10 | . | -6

Single values from the list.
For RAD52 inh, `O=C(NCC[C@H]1CC[C@H](NC(=O)c2ccccc2F)[C@H](CO)O1)c1ccc2c(c1)OCO2` has the entry 5
For RAD54 inh, `COc1ccc(NC(=O)Nc2ccc3c(c2)C(=O)N([C@H](C)CO)C[C@@H](C)[C@@H](CN(C)Cc2ccccc2)OCCCC[C@H](C)O3)cc1` has the entry 0

(continued)
SMILES | Xi reactivation | ERAP1 HTS inh | RAD54 inh | esBAF inh | CFTR F508del cor | RAD52 inh | ARNT TACC3 PPI | INS-1E GSIS act
O=C(NCCn1cc(SCC(=O)N2CCOCC2)c2ccccc21)c1ccccc1 | 0.1 | 8 | 1 | 2 | -1.9 | -5 | -3 | 8
CCn1cc(-c2csc(N)n2)c(C)n1 | 0.0 | -1 | . | . | -0.7 | -9 | 14 | 9
CCOCCCNC(=O)C(NC(=O)Cc1c[nH]c2ccccc12)c1ccc(OC)cc1 (centres undefined) | 0.1 | 4 | . | . | 0.7 | -10 | -6 | -13
Cc1ccc(OCC(=O)NCCNC(=O)c2ccncc2)cc1 | 0.0 | -2 | -2 | 0 | -3.4 | 12 | -3 | 2
COc1ccc(S(=O)(=O)N2CCN(C/C=C/c3ccccc3)CC2)cc1NC(C)=O | 0.0 | 1 | 3 | . | -0.8 | -8 | 12 | 28
NC(=O)c1cc(NC(=O)c2ccc(NS(=O)(=O)c3cccs3)cc2)cc(C(N)=O)c1 | 0.1 | -2 | -33 | -1 | 0.1 | -2 | 35* | -6
COc1ccc(-c2c(C)n([O-])c3c([n+]2=O)CCCCC3)cc1OC | 0.3 | 5 | . | 2 | -0.4 | -7 | -3 | 17
Cc1ccc(S(=O)(=O)N(CC(O)CN2CCOCC2)c2cccc([N+](=O)[O-])c2)cc1 (centres undefined) | -0.1 | 0 | -13 | -2 | 0.3 | -3 | 6 | 1
C[C@@H]1CN([C@H](C)CO)C(=O)c2cc(NC(=O)Nc3ccc4c(c3)OCO4)ccc2O[C@H]1CN(C)C(=O)Nc1ccc(C(F)(F)F)cc1 | 0.0 | 0 | -1 | 31 | 1.3 | 3 | 1 | 2
COc1cccc(NC(=O)CSc2nc3ncc(Br)cc3[nH]2)c1 | 0.1 | -2 | -1 | -10 | -0.2 | -6 | 3 | 21
CCOc1ccc(S(=O)(=O)N(CC)CC(=O)NCc2ccco2)cc1C | 0.4 | -2 | 1 | 0 | 2.1 | -15 | . | 4
C/C=C/c1ccc([C@@H]2[C@H](CO)N3CCCCN(S(=O)(=O)c4ccc(F)cc4)C[C@@H]23)cc1 | 0.1 | -1 | 9 | 1 | -4.7 | -15 | 12 | -23
Cc1nn(CCC(=O)NNC(=S)NCC(C)C)c(C)c1Br | . | 3 | 4 | -8 | -0.5 | -6 | -1 | 6
Cc1ccc(S(=O)(=O)N(C)C[C@H]2OCCCC[C@H](C)Oc3ccc(NS(=O)(=O)c4cn(C)cn4)cc3C(=O)N([C@@H](C)CO)C[C@H]2C)cc1 | 0.1 | 1 | 0 | -6 | 2.4 | 6 | 13 | -2
O=C1CC(NS(=O)(=O)c2cccnc2)CN1c1cccc(F)c1 (centres undefined) | 0.1 | 0 | . | 0 | 3.7 | -13 | 0 | 5
O=C(c1ccncc1)N1CC(=O)N2[C@H](CO)[C@H](c3ccc(-c4ccccc4F)cc3)[C@@H]2C1 | 1.5 | 3 | . | . | 2.8 | -13 | . | 17
COc1ccc(NC(=O)Nc2ccc3c(c2)C(=O)N([C@H](C)CO)C[C@H](C)[C@@H](CN(C)C(=O)c2ccccc2)OCCCC[C@H](C)O3)cc1 | -1.1 | -2 | 3 | 0 | -0.2 | -5 | -3 | -2
O=C(Nc1ccncc1)c1cc(S(=O)(=O)N2CCN(c3ccccc3)CC2)ccc1Cl | 0.3 | 3 | 15 | 3 | 2.7 | -35 | -3 | -2
Cc1noc(C)c1S(=O)(=O)Nc1ccc2c(c1)C(=O)N([C@@H](C)CO)C[C@@H](C)[C@@H](CN(C)CC1CCCCC1)O2 | 0.0 | 0 | 5 | 2 | 0.3 | -1 | 2 | 9
COc1cc2c(c(OC)c1OC)-c1ccc(N(C)CC(OC)OC)c(=O)cc1[C@@H](NC(C)=O)CC2 | 1.2 | 6 | . | . | 3.5 | -5 | . | -5
N#CCCN(C(=O)COC(=O)c1ccc2c(=O)n3c(nc2c1)CCC3)c1ccccc1 | 0.0 | -3 | . | -9 | 0.5 | -14 | -2 | 2
O=C(NCCc1ccc(Cl)cc1)c1nnc(Cc2ccc(Cl)cc2)o1 | 0.1 | -1 | -10 | 1 | 0.6 | -10 | -4 | -6
CC(=O)N(c1nc(CCl)cs1)c1c(C)cc(C)cc1C | 0.3 | -6 | . | . | -1.1 | -3 | -4 | 2
COc1ccc(S(=O)(=O)Nc2noc3ccccc23)cc1OC | 0.1 | 1 | -7 | 5 | 0.9 | -2 | -9 | 4
O=C(O)C1(c2ccccc2)CCN(S(=O)(=O)c2ccc(Cl)cc2)CC1 | 0.1 | . | -2 | 3 | 0.3 | -21 | 2 | 2
OCCC1CN(Cc2cnc(-c3ccccc3)s2)CCN1C1CCCCC1 (centres undefined) | -0.3 | -5 | -19 | 4 | 0.1 | -13 | -1 | 12
COc1ccc(-c2cn3cc(C(=O)NN)ccc3n2)cc1 | 0.2 | 6 | . | . | -0.1 | -16 | 3 | 2
CCN(CC)c1ccc2c(c1)C(=O)N(C)C2=O | . | 5 | -1 | 27 | . | -30 | -30 | -1
O=C(C[C@@H]1C=C[C@@H](NC(=O)C2CCC2)[C@@H](CO)O1)NC1CCCCC1 | 0.3 | 0 | 1 | 2 | -0.6 | 5 | -7 | 4
Cc1cc(C)cc(NC(=O)Cn2cc(C=O)c3ccccc32)c1 | 0.6 | 1 | -11 | -4 | -2.9 | -16 | 6 | -2
Cc1cc(OCc2cc(C(=O)N(C)CCc3cnn(C)c3)no2)cc(C)c1Cl | 0.2 | 7 | -11 | 74* | 1.5 | -7 | 2 | -29
CC(C)COCC(O)CCC(=O)NNC(=S)Nc1ccccc1 (centres undefined) | 0.0 | 1 | . | . | -1.1 | -9 | -1 | .
C[C@H]1CN([C@@H](C)CO)C(=O)c2cccc(NC(=O)c3ccncc3)c2O[C@@H]1CN(C)S(=O)(=O)c1ccc(Cl)cc1 | 0.2 | 1 | 3 | 1 | -1.2 | 0 | -2 | 29
C[C@@H]1CCCCO[C@@H](CN(C)C(=O)Nc2cccc3ccccc23)[C@@H](C)CN([C@H](C)CO)C(=O)c2cc(NC(=O)Nc3ccccc3)ccc2O1 | 0.3 | . | -9 | 7 | -2.4 | . | -2 | 23
CCCC#Cc1cnc2c(c1)C(=O)N([C@H](C)CO)C[C@H](C)[C@@H](CN(C)C(=O)Nc1c(C)noc1C)O2 | -0.8 | 6 | 0 | -5 | -0.5 | -10 | -2 | 10
CC1(C(=O)NS(=O)(=O)c2ccccc2C(F)(F)F)CCN1C(=O)CCc1ccccc1 (centres undefined) | -0.1 | 0 | 3 | -1 | -1.9 | -9 | . | 32
CCOP(=O)(OCC)/C(C#N)=C(\O)c1ccc(OC)cc1 | 5.3 | 0 | -9 | 1 | 1.9 | -9 | -3 | 2

Of the compounds above, 7 have a Cl atom.
SMILES | Xi reactivation | ERAP1 HTS inh | RAD54 inh | esBAF inh | CFTR F508del cor | RAD52 inh | ARNT TACC3 PPI | INS-1E GSIS act
COC(=O)C[C@H]1CC[C@H]2[C@H](COc3ccc(NC(=O)Nc4cccc(Cl)c4)cc3C(=O)N2C)O1 | 0.2 | 1 | 1 | -3 | -3.6 | -41 | 25 | -8
O=C(Nc1ccncc1)c1cc(S(=O)(=O)N2CCN(c3ccccc3)CC2)ccc1Cl | 0.3 | 3 | 15 | 3 | 2.7 | -35 | -3 | -2
O=C(NCCc1ccc(Cl)cc1)c1nnc(Cc2ccc(Cl)cc2)o1 | 0.1 | -1 | -10 | 1 | 0.6 | -10 | -4 | -6
CC(=O)N(c1nc(CCl)cs1)c1c(C)cc(C)cc1C | 0.3 | -6 | . | . | -1.1 | -3 | -4 | 2
O=C(O)C1(c2ccccc2)CCN(S(=O)(=O)c2ccc(Cl)cc2)CC1 | 0.1 | . | -2 | 3 | 0.3 | -21 | 2 | 2
Cc1cc(OCc2cc(C(=O)N(C)CCc3cnn(C)c3)no2)cc(C)c1Cl | 0.2 | 7 | -11 | 74* | 1.5 | -7 | 2 | -29
C[C@H]1CN([C@@H](C)CO)C(=O)c2cccc(NC(=O)c3ccncc3)c2O[C@@H]1CN(C)S(=O)(=O)c1ccc(Cl)cc1 | 0.2 | 1 | 3 | 1 | -1.2 | 0 | -2 | 29

Screens deposited in PubChem BioAssay by Broad Institute.
